# Source: PubChem BioAssay (National Center for Advancing Translational Sciences (NCATS))
# Rab9 promoter act – activators of Rab9 promoter; Huh7 Rab9 promoter-luciferase reporter, luminescence, 24 h; Potency, µM (top dose mostly 9.22 µM), inactives show at the highest dose activation, negative = inhibition, usual class: activators; 320,000 compounds, 2.8% hits; further: % of control where 0% means no effect; nearly all actives have a fitted effect of over 60% in size
#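 Luminescence read-out: Huh7 cells stably expressing Rab9-luciferase, treated 24 h with compound at 37 °C, then lysed with luciferase reagent for 10 min at ambient before reading.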
# ELG1 genotox – induces genotoxicity in HEK293T cells with luciferase-tagged ELG1. HEK293T ELG1-luciferase reporter, luminescence, 16 h. Potency, µM (series often up to 46 µM), without a hit: at the top dose activity change, positive = activation, hits mostly activators. 330,000 compounds, 1.3% hits. AID 504466; further: % of control where 0% means no effect; nearly all actives have a fitted effect of over 60% in size
#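 HEK293T cells expressing luciferase-tagged ELG1 were exposed to compound or DMSO vehicle for 16 hr at 37 °C and 5% CO2. Luciferase activity was then measured with ONE-Glo after 30 min at room temperature.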
# FLuc modulator – counter-screen for miR-21 project: firefly luciferase inhibitors or activators; P08659; purified FLuc, Km substrates, luminescence inhibition; Potency, µM (titrated, usually from 57.5 µM), for inactives: at the highest dose activity change, negative = inhibition, usual class: inhibitors; 360,000 compounds, 6.9% hits;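 further: plate controls were vehicle for no effect and reference inhibitor for full effect; nearly all actives have a fitted effect of over 55% in size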
#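 Purified P. pyralis luciferase (10nM final) with 10uM D-luciferin and 10uM ATP (Km levels) in 50mM Tris acetate pH 7.5, 10mM Mg acetate, 0.01% Tween-20, 0.05% BSA; qHTS 6-point titration, ~60 µM downward; luminescence read.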
# RORg inh – ROR gamma (mouse) transcription inhibition | Drosophila S2 Gal4-RORgamma UAS-luciferase reporter, 20 h | Potency, µM (top dose mostly 53.6 µM), for the others: top-dose activity change, negative = inhibition, actives largely listed as inhibitors | 310,000 compounds, 5.4% hits; further: on the % scale 0 is the no-effect control and ±100 the full control effect; nearly all actives have a fitted effect of over 60% in size
# Target sequence (P51450 whole entry, looked up, the tested form may be a part): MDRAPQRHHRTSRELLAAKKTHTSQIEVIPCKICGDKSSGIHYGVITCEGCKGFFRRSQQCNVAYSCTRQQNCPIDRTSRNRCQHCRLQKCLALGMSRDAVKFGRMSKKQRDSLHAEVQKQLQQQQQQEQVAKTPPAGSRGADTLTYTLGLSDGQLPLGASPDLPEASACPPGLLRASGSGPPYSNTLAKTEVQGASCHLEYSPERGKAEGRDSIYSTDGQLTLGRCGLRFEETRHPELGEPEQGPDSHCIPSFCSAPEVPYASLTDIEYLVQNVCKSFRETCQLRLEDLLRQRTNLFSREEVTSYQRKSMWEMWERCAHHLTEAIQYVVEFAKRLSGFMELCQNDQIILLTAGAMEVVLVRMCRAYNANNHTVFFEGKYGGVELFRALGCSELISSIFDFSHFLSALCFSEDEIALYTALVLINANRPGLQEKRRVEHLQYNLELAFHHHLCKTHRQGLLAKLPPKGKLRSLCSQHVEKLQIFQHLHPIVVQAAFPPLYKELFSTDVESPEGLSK
#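 Luciferase reporter read in Schneider cells carrying Gal4-RORγ (mouse) and UAS-Photinus luciferase; cells given compound 1 h before 700 uM copper sulfate induction, then incubated 20 h at ambient temperature.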
# NPC1 promoter act – activates the NPC1 promoter; Potency, µM (titrated, usually from 9.22 µM), inactives show top-dose activation, actives largely listed as activators; AID 485313; Huh7 NPC1 promoter luciferase reporter, 24 h; 320,000 compounds, 2.4% hits;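 further: % of control where 0% means no effect; nearly all actives have a fitted effect of over 60% in size; reporter is driven by a mutant NPC1 promoter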
#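 Stably transfected Huh7 (NPC1 promoter→luciferase), 1500 cells/well in Opti-MEM + 10% FBS, 2 h settle, then compound 24 h at 37 °C. Luminescence after 10 min with Amplite reagent.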
# MBNL1-CUG inh – inhibitors of human MBNL1 binding to CUG repeat RNA | TR-FRET MBNL1-His/biotin-(CUG)12 binding, 665/545 ratio | Potency, µM (top dose mostly 57.5 µM), without a hit: at the highest dose activity change, negative = inhibition, most hits filed as inhibitors | 280,000 compounds, 0.036% hits | AID 2675; active means well fitted inhibition curve with a large enough effect in the signal ratio, with a control signal flat, not every such curve was filed as active; inconclusive means small, poorly fitted or top-dose-only effect, or effect the other way, or a change in a side signal; inactive means no such curve, though single readings can be large or run the other way; the % refers to the signal ratio; further: on the % scale 0 is the no-effect control and ±100 the full control effect
# Target sequence (Q9NR56 whole entry, looked up): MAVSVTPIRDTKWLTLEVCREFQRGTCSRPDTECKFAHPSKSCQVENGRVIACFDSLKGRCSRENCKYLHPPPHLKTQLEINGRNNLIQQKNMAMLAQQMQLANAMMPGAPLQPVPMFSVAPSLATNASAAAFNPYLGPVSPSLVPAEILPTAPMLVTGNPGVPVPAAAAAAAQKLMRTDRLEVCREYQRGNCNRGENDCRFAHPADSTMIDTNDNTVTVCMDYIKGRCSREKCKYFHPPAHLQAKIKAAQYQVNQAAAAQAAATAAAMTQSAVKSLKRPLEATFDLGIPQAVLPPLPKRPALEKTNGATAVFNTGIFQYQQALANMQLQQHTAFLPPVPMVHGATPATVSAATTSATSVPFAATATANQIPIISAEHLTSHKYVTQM
#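 TR-FRET between His-tagged MBNL1 and biotin-(CUG)12 RNA, detected with Tb anti-His antibody (0.055 ng/ul) and streptavidin-XL665 (5 nM), 60 min at room temperature. Compounds titrated 92 nM to 58 uM; 665/545 nm ratio normalized to buffer and complex controls.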
# p53 reactivation – re-activators of mutant p53 | H1299 p53-A138V BP100-luciferase reporter, luminescence, 24 h | AID 504706 | Potency, µM (top dose mostly 92.2 µM), for the others: top-dose activity change, positive = activation, usual class: activators | 320,000 compounds, 0.063% hits; further: % of control where 0% means no effect; nearly all actives have a fitted effect of over 45% in size
#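 H1299 (p53-null), stable ts p53-A138V + BP100-Luc; 1000 cells/well, Opti-MEM/10% FBS; cpd 4 pt, 1:5; 24 h, 37 deg C, 5% CO2; detection reagent 10 min RT; luminescence.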
# uPA generation – inhibitors of cell surface uPA generation | cell surface uPA generation assay, qHTS | Potency, µM (highest dose often 38.3 µM), without a hit: at the highest dose activity change, negative = inhibition, actives largely listed as inhibitors | 330,000 compounds, 0.31% hits | AID 540303; active means well fitted inhibition curve with a large enough effect; inconclusive means small, poorly fitted or top-dose-only effect; inactive means no such curve, though single readings can be large or run the other way; tested in mouse RAW 264.7 cells; further: on the % scale 0 is the no-effect control and ±100 the full control effect; nearly all actives have a fitted effect of over 55% in size
# BRCA1 expr up – activators of BRCA1 expression; MCF7-BRCA1-FFLuc reporter, luminescence, 48 h; response scale: scaled: vehicle 0%, 10 µM genistein 100%; Potency, µM (doses to about 46.1 µM), for the others: top-dose activation, most hits filed as activators; 380,000 compounds, 1.1% hits; AID 624202; further: nearly all actives have a fitted effect of over 80% in size; some results filed as inactive show a strong effect at the top dose
#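 Cells: MCF7-BRCA1-FFLuc, 2000/well. Exposure: 48 h, 37 °C, 5% CO2. Read: luminescence, 15 min post-substrate. Controls: genistein 10 microM (maximal activation), DMSO (neutral).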
# VP16 counter – inhibits Gal4-VP16 luciferase reporter, ROR gamma counter-screen | Drosophila S2 Gal4-VP16 UAS-luciferase, luminescence, 20 h | Potency, µM (doses to about 53.6 µM), inactives show top-dose activity, negative = inhibition, most hits filed as inhibitors | 310,000 compounds, 3.5% hits | AID 2546;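 further: Gal4-VP16 expression switched on by copper sulfate through the metallothionein promoter; on the % scale 0 is the no-effect control and ±100 the full control effect; nearly all actives have a fitted effect of over 50% in size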
# An asterisk follows results filed as active; ? = inconclusive; nt = no result given; & = joins results of further samples; [ ] = dose if it differs, or a comment. Unless noted, the call rests on the fitted dose curve; in most records, active means well fitted curve in the direction sought with a large enough effect; inconclusive means small, poorly fitted or top-dose-only effect, or another doubt; inactive means no such curve, though single readings can be large; an effect the other way counts as inactive or inconclusive. Potency means the concentration at half of the fitted maximal effect.
SMILES,Rab9 promoter act,ELG1 genotox,FLuc modulator,RORg inh,NPC1 promoter act,MBNL1-CUG inh,p53 reactivation,uPA generation,BRCA1 expr up,VP16 counter
O=C(CSc1n[nH]c(-c2ccccc2F)n1)Nc1cc(F)ccc1F,6.6%,1.4%,-10.7%,nt,-3.8%,nt,6.5%,4.6%,25.6%,nt
CCN(CC)CCCNC(=O)CNC(=S)N(CCCN1CCOCC1)Cc1cccs1,-1.5%,2.7%,0.6%,-2.6%,-5.5%,-2.5%,19.1%,5.4%,9.6%,8.7%
C=CCN1CN=C(NS(=O)(=O)c2ccc(NC(C)=O)cc2)NC1,1.5%,1.8%,-0.1%,-8.5%,-7.7%,-6.0%,0.1%,1.6%,-5.9%,-14.0%
O=C(N/N=C/c1cc([N+](=O)[O-])ccc1O)C1CC1,-0.9%,-4.7%,2.8%,1.78µM*,-2.2%,?,0.0%,?,-41.3%,7.94µM*
COc1ccc(-c2cc(CCCC(=O)NCCc3cc(OC)ccc3OC)no2)cc1,?,-3.6%,-10.5%,30.0%,20.4%,-0.6%,0.7%,-0.9%,-12.6%,-14.2%
CCOc1cc(C(=O)NC(=S)Nc2cccnc2)cc(OCC)c1OCC,-5.9%,-3.5%,?,12.6µM*,3.5%,-6.5%,-1.6%,0.7%,-5.6%,?
O=C(CN1CCN(c2ccccc2O)CC1)NNC(=O)c1ccc(Cl)cc1,1.2%,-3.6%,1.9%,3.3%,-0.8%,3.5%,0.1%,-2.0%,-17.4%,0.0%
O=C(COc1ccccc1)N(Cc1ccco1)C1CCS(=O)(=O)C1 (stereo unspecified),17.1%,1.3%,-0.2%,0.4%,9.3%,4.2%,1.3%,1.1%,10.7%,4.5%
Cc1ccc(Cn2c(C(=O)O)cc3sccc32)cc1,-1.6%,0.5%,4.6%,21.4%,-4.7%,-8.0%,-1.7%,1.0%,-12.1%,3.6%
COC(=O)[C@@]1(C)[C@H]2C(=O)N(C)C(=O)[C@H]2[C@H]2CN=C(SC)N21,nt,11.6%,nt,nt,nt,nt,-3.6%,3.0%,21.8%,nt

# RORg inh: hit marks shown above.
structure	Rab9 promoter act	RORg inh	NPC1 promoter act	p53 reactivation	uPA generation	BRCA1 expr up
O=C(N/N=C/c1cc([N+](=O)[O-])ccc1O)C1CC1	-0.9%	1.78µM*	-2.2%	0.0%	?	-41.3%
CCOc1cc(C(=O)NC(=S)Nc2cccnc2)cc(OCC)c1OCC	-5.9%	12.6µM*	3.5%	-1.6%	0.7%	-5.6%

# Carrying on:
SMILES,Rab9 promoter act,ELG1 genotox,FLuc modulator,RORg inh,NPC1 promoter act,MBNL1-CUG inh,p53 reactivation,uPA generation,BRCA1 expr up,VP16 counter
COc1ccc(/C(=N\O)c2ncc(C(F)(F)F)cc2Cl)cc1,1.3%,12.0%,-1.1%,-22.7%,0.5%,-3.1%,-1.8%,2.8%,-5.8%,-7.5%
O=C(CN1C(=O)C(=O)N(Cc2ccccc2)C1=O)Nc1cc(Cl)cc(Cl)c1,7.5%,10.8%,?,?,-3.0%,nt,-3.8%,-7.1%,-46.9%,?
CCCC(=O)NC(Nc1ccc(S(=O)(=O)Nc2cc(C)on2)cc1)(C(=O)OCC)C(F)(F)F (stereo unspecified),-1.9%,2.9%,6.7%,-7.6%,-5.3%,2.9%,-12.9%,-0.7%,5.8%,-0.8%
CC(C)(C)NC(=O)C(OC(=O)c1cccs1)c1ccccc1 (stereo unspecified),-4.0%,-1.4%,2.2%,25.7%,-1.6%,11.1%,7.7%,8.9%,-1.0%,?
O=C1c2oc3ccccc3c(=O)c2C(c2cccnc2)N1CCCN1CCOCC1 (stereo unspecified),9.4%,0.1%,-0.9%,-0.4%,-1.8%,?,-4.0%,-1.8%,-17.9%,-4.0%
O=C(O)c1cccc(S(=O)(=O)Nc2ccccc2N2CCOCC2)c1,-3.7%,-1.7%,-0.3%,2.1%,-2.9%,-2.7%,6.4%,16.8%,0.9%,-11.5%
COC(=O)[C@@]12CCCN1[C@H](c1ccc(-c3ccc(OC)cc3)cc1)[C@@H]1C(=O)N(C)C(=O)[C@@H]12,0.1%,-5.4%,-3.7%,nt,0.6%,nt,7.7%,8.5%,33.9%,nt
Cc1ccc(NC(=O)Cn2nnc(C(=O)NCc3cccs3)c2N)cc1,3.2%,16.1%,5.8%,-8.3%,1.6%,-7.9%,-3.4%,0.7%,-30.2%,-6.1%
CC(=O)c1cccc(-c2csc(N3CCC(C(N)=O)CC3)n2)c1,0.398µM*,13.9%,16.9µM*,nt,1.26µM*,nt,-2.7%,7.1%,0.0%,nt
Cc1cccc(C)c1NC(=O)C1C2C=CC(C2)C1C(=O)O (stereo unspecified),0.4%,-0.3%,2.7%,-18.0%,1.2%,-3.2%,-0.9%,-0.2%,0.4%,-6.3%
CCn1c(=S)sc2c(=O)n(CC(=O)NC(C)CCc3ccccc3)c(C)nc21 (stereo unspecified),-1.9%,-6.9%,-1.5%,19.1%,1.6%,-1.7%,-5.0%,0.0%,-1.5%,-7.1%
C=CCOC(=O)C1=C[C@@H](c2ccc3c(c2)OCO3)C[C@@H](OCc2ccc(CO)cc2)O1,-2.0%,10.7%,?,11.3%,0.8%,6.1%,-0.6%,22.4%,13.4%,8.6%
O=C(CSc1nc2ccccc2n1CCc1ccccc1)N1CCOCC1,0.9%,0.5%,-1.4%,64.6%,0.6%,-12.7%,0.4%,-0.3%,-3.5%,-0.9%
O=C(c1cccc([N+](=O)[O-])c1)N1CCCC(C(=O)N2CCCCC2)C1 (stereo unspecified),0.5%,-0.1%,-2.2%,16.9%,0.6%,?,17.7%,12.5%,12.0%,-5.8%
O=[N+]([O-])c1ccc2nc[nH]c2c1,nt,nt,nt,11.9%,nt,nt,nt,0.3%,18.8%&0.0%,1.9%
CN(CC1CCOCC1)C(=O)CC1C(=O)NCCN1CC1CCCCC1 (stereo unspecified),0.8%,-2.6%,6.0%,4.7%,-3.2%,-6.4%,2.4%,-1.1%,-3.0%,9.4%
O=C(O)c1cccc(-n2cccc2/C=C2/NC(=O)N(c3ccc(Cl)cc3)C2=O)c1,-1.9%,1.8%,26.9µM*,17.1%,2.9%,7.5%,7.7%,2.5%,56.8%,?
N#C/C(=C\c1c(Cl)cccc1Cl)c1nc2ccccc2o1,-2.1%,3.4%,-11.8%,?,3.9%,5.5%,2.8%,-9.3%,11.0%,-27.5%
Cc1cc(=O)n(C(C)(C)C)c(=O)n1Cc1ccccc1,0.0%[1.84 µM],-0.5%,1.0%,6.9%,-3.4%,-0.3%,-4.6%,-23.4%,-2.9%,3.2%
COc1ccc(NC(=O)C2CCCN(c3nn4c(=O)cc(C)nc4s3)C2)cc1 (stereo unspecified),0.2%,1.9%,-1.1%,-27.0%,-1.5%,4.0%,nt,3.4%,-4.7%,3.2%
S=C(NCC1CCCO1)N1CCN(c2cccc(Cl)c2)CC1 (stereo unspecified),1.7%,-5.6%,-1.8%,23.7%,-6.6%,-5.7%,-3.6%,-16.8%,-12.2%,4.4%
COc1cc(-c2nnc(SCC(=O)O)n2-c2ccccc2)cc(OC)c1OC,-1.5%,0.5%,1.5%,21.7%[1.91 µM],-5.2%,1.0%,6.4%,-1.4%,6.7%,-1.6%
Cc1ccc(-n2ncc3c(Nc4c(C)n(C)n(-c5ccccc5)c4=O)ncnc32)c(C)c1,1.7%,-5.0%,4.9%,-5.2%,-4.6%,6.2%,-0.7%,3.4%,1.3%,-9.3%
Cc1cc(OCc2ccc(C(=O)n3cccn3)o2)ccc1Cl,?,?,?,?,?,-8.3%,?,0.0%,39.0%,-5.2%
O=C1NC[C@@H](Cc2cccc3ccccc23)N(CC2CCCCC2)C1=O,-1.8%,0.1%,2.9%,8.3%,-3.4%,-8.2%,-0.3%,9.5%,-3.0%,-4.3%
C(=C\c1nc(-c2cccnc2)no1)/c1ccccc1,?,9.3%,4.78µM*,4.47µM*,27.5%,13.8%,5.3%,3.7%,2.82µM*,?
CSc1nc2c(c(=O)[nH]1)C(c1cccs1)C1=C(CCCC1=O)N2 (stereo unspecified),0.8%,1.2%,0.2%,-28.4%,0.9%,-5.8%,3.5%,0.5%,2.5%,-5.8%
C[C@@H]1CC[C@H]2C(=O)N3[C@@H](CC[C@@H](C)[C@@H]3c3ccc(Br)cc3)C(=O)N2[C@H]1c1ccc(Br)cc1,-5.4%,0.2%,4.4%,?,-3.0%,-5.6%,-5.4%,?,-53.1%,-8.7%
Cc1nc2nc(-c3cccs3)cn2nc1C,0.501µM*,?,10.7µM*,-40.0%,1.41µM*,?,?,0.3%,9.6%,-26.5%
COc1ccccc1NS(=O)(=O)c1cccc(C(=O)N2CCN(C(=O)c3ccco3)CC2)c1,-2.9%,0.0%,1.3%,nt,-2.7%,nt,-13.0%,12.1%,-3.3%,nt
COc1ccc(-c2ccc3c(c2)S(=O)(=O)c2cccc(C(=O)NC4CCCC4)c2C3=O)cc1OC,-3.1%,4.3%,-0.4%,nt,-2.3%,nt,4.1%,0.8%,0.0%,nt
